Screens as filed in PubChem.
Lipid storage S3: qHTS Assay for Lipid Storage Modulators in Drosophila S3 Cells. Drosophila S3 cells, BODIPY lipid droplet fluorescence, 18-24 h; cells fed with added oleic acid. lipid storage change, negative = inhibition, % at the top dose, mostly 46.1 µM; hits show Potency in µM. hit rate 0.64% among 320,000. AID 2685; active = well fitted inhibition curve with a large enough effect in the signal ratio, with a control signal flat, not every such curve was filed as active; inconclusive = small, poorly fitted or top-dose-only effect, or effect the other way, or a change in a side signal; the % refers to the signal ratio
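Drosophila S3 cells got compounds at several concentrations plus oleic acid (400 uM solution). Laser-scanning cytometry with 488 nm excitation read lipid droplets at 500-530 nm and cells at 575-640 nm. Percent activity was relative to 20 uM Triacsin C.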
Lipid storage S3 cell count max: further read-out of Lipid storage S3, marked with its call; cell number change, %; measured here: cell count max response;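 cells counted by Cell Tracker Red CMTPX staining in the red channel; peak over a dose series mostly up to 46.1 µM; percent activity relative to internal control wells on each plate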
An asterisk follows results filed as active; i = inactive; ? = inconclusive; nt = no result given; [ ] = another dose, or the depositor's remark. % is set by controls: 0 for no effect and ±100 for the full control effect; potency is the fitted concentration of half-maximal effect.

Fields – Lipid storage S3 | Lipid storage S3 cell count max
- O=C1CSC(c2cccnc2)N1c1ccccc1 (stereo unspecified)
  0% | -2
- Cc1nc(NC(=O)c2ccccc2O)sc1C
  -7% | 8
- O=C(O)COc1cnc2ccccc2n1
  ? | nt
- COc1ccc(N=C2SC(C(N)=O)CC(=O)N2CCc2ccc(OC)c(OC)c2)cc1 (stereo unspecified)
  -6% | -19
- Cc1nc2sccn2c(=O)c1S(=O)(=O)NCCc1ccc(Cl)cc1
  i | -11
- C=CC[C@@H]1C=C[C@H](O/N=C/c2ccc(C(=O)N3[C@H](c4ccc(C)cc4)[C@@H](C)CC[C@H]3C(=O)OC)cc2)[C@@H](CO)O1
  ? | nt
- CSCc1c(C(=O)NC2CCCc3ccccc32)oc2ccccc12 (stereo unspecified)
  ? | nt
- O=C(COc1ccc(Cl)cc1)Nc1cccc(S(=O)(=O)NC2=NCCCCC2)c1
  i | 16
- O=C(NC(=S)Nc1nc(-c2cccc3ccccc23)cs1)c1cc2ccccc2o1
  -3% | 3
- COc1cccc(F)c1C(C[N+](=O)[O-])c1c(N)n(C)c(=O)n(C)c1=O (stereo unspecified)
  ? | nt
- COc1ccc(C2CC3(O)NC(=O)C(C#N)(C3C)C2(C#N)C#N)cc1 (stereo unspecified)
  ? | nt
- CNC(=S)N/N=C(\C)c1ccc2c(c1)OCCO2
  9% | 6
- CC(=O)c1sc(NC(=O)c2ccccc2F)nc1C
  i | nt
- CC(C)CC1C2C(=O)N(c3ccccc3)C(=O)C2ON1c1ccccc1 (stereo unspecified)
  ? | nt
- CCC(C)(C)n1nnnc1C(c1ccc(OC)cc1)N1CCN(C(=O)c2ccco2)CC1 (stereo unspecified)
  ? | nt
- Cc1ccc(-c2nn3c(C)nnc3s2)cc1NCc1c(F)cccc1Cl
  ? | nt
- C#CCn1c(=NC(=O)c2sc3ccccc3c2Cl)sc2cc(S(N)(=O)=O)ccc21
  ? | nt
- O=C1OC(CC(=O)N(Cc2nnc(-c3ccccc3Cl)o2)C2CC2)c2ccccc21 (stereo unspecified)
  ? | nt
- Cc1nc2cc(NC(=O)COc3ccc(C#N)cc3)ccc2n1-c1ccccc1
  ? | nt
- c1ccc(-c2nc[nH]c2-c2ccccc2)cc1
  ? | nt
- COc1ccc(NC(=S)NC(=O)c2cccnc2)cc1
  5% | -6
- O=C(O)Cc1ccc(NS(=O)(=O)c2c(Cl)cccc2Cl)cc1
  -13% | -3
- O=C(COC(=O)c1ccc([N+](=O)[O-])cc1)Nc1ccc(Cl)cn1
  ? | nt
- Cc1ccc(C(=O)Oc2cccc(NC(=O)c3cccs3)c2)cc1S(=O)(=O)N1CCOCC1
  ? | nt
- O=C(CCn1c(=O)oc2ccccc21)Nc1nccs1
  8% | -3
- O=C(NCCc1ccccc1)C1CCC(=O)N1CCc1ccccc1 (stereo unspecified)
  -7% | 5
- O=C(O)[C@H](Cc1ccccc1)NC(=O)N1CCN(c2ccc(F)cc2)CC1
  -6% | -3
- Cc1noc2ncnc(N3CCN(c4cccc(Cl)c4)CC3)c12
  ? | nt
- COC(=O)Cc1c(C)c2ccc(OC3CCCCC3=O)c(C)c2oc1=O (stereo unspecified)
  -3% | -1
- O=C(CSc1n[nH]c(-c2ccco2)n1)Nc1ccc(Br)cc1
  ? | nt

Ordered by value in Lipid storage S3 cell count max (lowest first): three from the list above.
Fields – Lipid storage S3 | Lipid storage S3 cell count max
- O=C(O)[C@H](Cc1ccccc1)NC(=O)N1CCN(c2ccc(F)cc2)CC1
  -6% | -3
- O=C(NC(=S)Nc1nc(-c2cccc3ccccc23)cs1)c1cc2ccccc2o1
  -3% | 3
- O=C(NCCc1ccccc1)C1CCC(=O)N1CCc1ccccc1 (stereo unspecified)
  -7% | 5

(cont.)
Fields – Lipid storage S3 | Lipid storage S3 cell count max
- COc1cc(/C=C/C(=O)c2ccc(F)cc2)cc(OC)c1OC
  ? | nt
- CN(C(=O)COC(=O)C1CCN(S(=O)(=O)c2ccc3c(c2)OCCO3)CC1)c1ccccc1
  ? | nt
- Cc1ccc(C(=O)Nc2ccccc2C(=O)NCc2ccco2)cc1S(=O)(=O)N1CCCCC1
  -6% | -7
- O=C(NC12CC3CC(CC(C3)C1)C2)c1ccc([N+](=O)[O-])cc1
  i | -12
- Cc1cc(C)cc(NC(=O)N2c3ccccc3NC(=O)CC2C)c1 (stereo unspecified)
  12% | -5
- CCOC(=O)c1ccc(N=C2C(=S)N(c3ccc(C(=O)OCC)cc3)C(=N)N2/N=C/c2ccccc2)cc1
  ? | nt
- CC(C)CCn1c(CN2CCN(Cc3ccccc3)CC2)nc2c1c(=O)n(C)c(=O)n2C
  8% | 0
- Cc1cccc(NC(=O)C2CC2c2ccccc2)c1C (stereo unspecified)
  -13% | -16
- N#CC(C(=O)Nc1cccc(Cl)c1)=C1Nc2ccccc2N1
  ? | nt
- Cc1ccc(OCc2n[nH]c(=S)n2Cc2ccccc2)cc1
  11% | -21
- CCOc1ccc2nc(NC(=O)C(CCSC)NS(=O)(=O)c3cccs3)sc2c1 (stereo unspecified)
  -9% | -5
- N#CCc1cc2ccc3cccc4ccc(c1)c2c34
  ? | nt
- O=C1CCN(S(=O)(=O)c2ccc(Cl)cc2)N1
  -3% | -17
- O=C(NN=C1CCCCCCCCCCC1)c1cccc(S(=O)(=O)N2CCOCC2)c1
  0% | 8
- O=C(Nc1ccc(Br)cc1Br)c1cccc2c1C(=O)N(C1CCCCC1)C2
  ? | nt
- CCCCNC(=S)N1CCN(Cc2ccc3c(c2)OCO3)CC1
  ? | nt
- c1ccc(Cn2cc(-c3cccnc3)cn2)cc1
  ? | nt
- Cc1ccc(NC2CCCN(C(=O)c3ccccc3N3CCOCC3)C2)cc1C (stereo unspecified)
  i | -2
- Cc1nnc2sc(-c3ccc(NC(=O)CSc4ccc(Cl)cc4)cc3)nn12
  2% | 10
- Cc1cccc2c1-c1sc(C(=O)Nc3ccccc3N3CCN(C)CC3)cc1CO2
  ? | nt
- COc1ccc(N(CC(=O)NCCSC2CCCCC2)S(C)(=O)=O)c(OC)c1
  ? | nt
- C/C(Cl)=C/Cn1c(NCCCn2ccnc2)nc2c1c(=O)[nH]c(=O)n2C
  -6% | -5
- CC(C)C(NS(=O)(=O)c1cccc(C(F)(F)F)c1)C(=O)O (stereo unspecified)
  -11% | 3
- COc1ccc(C2CC(c3cccs3)=NN2C(=O)CSc2nc(=O)n3cc(C)ccc3n2)cc1 (stereo unspecified)
  -1%[0.0737 µM] | nt
- COc1ccc(S(=O)(=O)NC(C)(C)C)cc1-c1nnc2c3ccccc3c(C)nn12
  ? | nt
- Cn1c(=O)c2c(Nc3ccc(F)cc3)cc(=O)n(-c3ccccc3)c2n(C)c1=O
  -8% | nt
- CCOCCCN(C(=O)Cn1nnc2ccccc21)C(C(=O)NCc1ccco1)c1ccncc1 (stereo unspecified)
  i | 8
- CC(=O)NS(=O)(=O)c1ccc(NC(=O)CN2C(=O)C3C4C=CC(C4)C3C2=O)cc1 (stereo unspecified)
  ? | nt
- COc1cc(SC)ccc1C(=O)NC1CCCc2ccccc21 (stereo unspecified)
  ? | nt
- CC(=O)Nc1ccc(S(=O)(=O)N2CCCC(C(=O)N3CCN(c4ccccc4)CC3)C2)cc1 (stereo unspecified)
  ? | nt
- Cn1c(CC(=O)Nc2ccc(F)cc2)nnc1SCC(=O)NC1CCCCC1
  i | 16
- COc1ccc(CN(C)C(=O)Cc2ccc(OC)c(S(=O)(=O)N3CCOCC3)c2)cc1OC
  ? | nt
- CC(C)N1C(=O)C2C(C(=O)NCc3ccccc3)C3C=CC2(O3)C1C(=O)NC(C)(C)C (stereo unspecified)
  ? | nt
- CCOC(=O)c1c(SC)[nH]c2c(Cl)cccc2c1=O
  -9% | 3
- FC(F)(F)c1ccccc1NC(=S)N/N=C1\CC2CC=CC12 (stereo unspecified)
  ? | nt
- O=C(Nc1ccc(S(=O)(=O)Nc2nccs2)cc1)c1nn(-c2ccccc2)ccc1=O
  ? | nt
- COc1ccc(Cn2nnnc2C(c2ccccc2)N2CCN(C3CCCC3)CC2)cc1 (stereo unspecified)
  ? | nt
- COCCn1c(=O)[nH]c(=O)c2c1nc(-c1ccc(-c3ccc(Cl)cc3[N+](=O)[O-])o1)n2Cc1ccccc1
  ? | nt
- CCOc1ncccc1C(=O)OCC(=O)Nc1ccc(S(=O)(=O)N2CCCC2)cc1
  ? | nt
- O=C(COC(=O)c1ncc(Cl)c(Cl)c1Cl)NNC(=O)c1ccccc1
  ? | nt
- O=c1cc(O)nc(-c2ccccc2)s1
  ? | nt
- C=CCN(CC(=O)NCC1CCCO1)C(=O)CCC(=O)Nc1cc(C)on1 (stereo unspecified)
  2% | 1
- CC1CCN(c2cc(N3CCOCC3)c([N+](=O)[O-])cc2F)CC1
  ? | nt
- COc1ccc(-c2csc(NC(=S)NC(=O)c3ccc(S(=O)(=O)N(C)C)cc3)n2)cc1OC
  ? | nt
- NS(=O)(=O)c1ccc(CNC(=O)c2sccc2-c2ccccc2)cc1
  7% | 2
- Cc1ccc2c(c1)nnn2C1CCN(CC(=O)NCCc2nc3ccccc3[nH]2)CC1
  16% | -11
- CN(Cc1cccs1)C(=O)Cc1csc(-c2ccccc2)n1
  ? | nt
- C=CCN(c1ccc(C(=O)Nc2cccc([N+](=O)[O-])c2)cc1)S(C)(=O)=O
  10% | -2
- COC(=O)c1ccccc1NC(=O)c1cc(C2CC2)on1
  ? | nt
- CCOC(=O)CC1=NC(=O)CS1
  12% | 2
- Cc1ccc(C(C)C)c(OCCNC(=S)Nc2cccc3ccccc23)c1
  ? | nt
- Cc1ccc(CN2CCN(Cc3ccc(OC(C)C)cc3)CC2CCO)o1 (stereo unspecified)
  -4% | nt
- COc1cc(/C=N/Nc2nc(N3CCCC3)nc(N3CCCC3)n2)ccc1O
  ? | nt
- COC1CCN(Cc2c(C(=O)N3CCc4ccccc4C3)nc3ccc(Cl)cn23)CC1
  -19% | -9
- COc1ccc(CNC(=O)c2ccc(NC(=O)C3CCCO3)cc2)cc1 (stereo unspecified)
  ? | nt
- CC(=O)c1cc(CN2CCN(C3CCN(C(C)C)CC3)C(CCO)C2)cs1 (stereo unspecified)
  ? | nt
- CC(C)c1ccccc1NC(=O)c1ccco1
  ? | nt
- CCCn1c(/N=C/c2cc(OC)ccc2O)nc2ccccc21
  8% | -15
- O=C(Nc1ccc(Cl)cc1)Nc1nnc(-c2ccncc2)s1
  ? | nt
- CSc1ncc(Cl)c(C(=O)Nc2ccccc2Cl)n1
  15% | 2

(further entries)
Fields – Lipid storage S3 | Lipid storage S3 cell count max
- CN(C)c1ccc(C(=O)OCC(=O)NCCNC(=O)COC(=O)c2ccc(N(C)C)cc2)cc1
  ? | nt
- COc1ccc(OC)c(/C(C)=N/Nc2ccc(C(=O)O)cc2)c1
  0% | 6
- O=C(C1CCC(CNS(=O)(=O)c2cccc3nsnc23)CC1)N1CC=C(c2ccccc2)CC1 (stereo unspecified)
  ? | nt
- OCCCN1c2ccccc2Nc2nnc(-c3ccccc3)cc21
  ? | nt
- Cc1ccsc1C1CC(=O)Nc2ccccc2S1 (stereo unspecified)
  -3% | 4
- C/C(=N\NC(=O)CC#N)c1cc2ccccc2oc1=O
  ? | nt
- CC(C)c1nc(SCC(=O)Nc2cccc(C(F)(F)F)c2)c2c(=O)n(C)c(=O)n(C)c2n1
  ? | nt
- CCC(C)(C)n1nnnc1CN1CCC(c2nc3ccc(C)cc3[nH]2)CC1
  ? | nt
- O=C(Nc1ccc(Cl)cc1)NC1CCCCC1Cc1ccco1 (stereo unspecified)
  -27% | 4
- Cc1cc(Cl)ccc1OCC(=O)NNC(=O)c1cccnc1
  ? | nt
- CCn1nc(C(=O)N2CCc3ccccc3C2)c2ccccc2c1=O
  12% | -2
- CN1C(=O)c2ccc(C(=O)NCc3ccc4c(c3)OCO4)cc2C1=O
  ? | nt
- N/C(=N\c1nc(C(F)(F)F)cc(=O)[nH]1)Nc1ccc(Cl)cc1
  ? | nt
- COc1ccc(-c2nc(CS(=O)CC(=O)NCCCN3CCCC(C)C3)c(C)o2)cc1OC (stereo unspecified)
  ? | nt
- Cc1c(C(=O)NCCCN2CCOCC2)oc2c1C1(CCC2)SCCS1
  ? | nt
- Cc1cc(C)nc(N(C#N)CCOc2ccc(Cl)cc2)n1
  -9% | -26
- Cc1ccccc1NS(=O)(=O)c1ccc(C(=O)N2CCN(S(=O)(=O)c3ccccc3)CC2)cc1
  3.3µM* | -28*
- O=C(Cn1ccn(-c2ccc(F)c(F)c2)c(=O)c1=O)NCCc1ccccc1
  7% | 2
- O=C(CNC(=O)c1ccccc1F)NC1=NCCS1
  20% | 14
- CCCCc1nnc(NC(=O)CN2C(=O)c3ccccc3C2=O)s1
  ? | nt
- Cc1cccc(NC(=S)Nc2ccc(Cl)c(Cl)c2)c1
  i | nt

Whole records as entered above. Order of values: Lipid storage S3	Lipid storage S3 cell count max
Results for CC(C)CCn1c(CN2CCN(Cc3ccccc3)CC2)nc2c1c(=O)n(C)c(=O)n2C = 8%	0
Results for COc1ccc(-c2csc(NC(=S)NC(=O)c3ccc(S(=O)(=O)N(C)C)cc3)n2)cc1OC = ?	nt
Results for O=C(O)COc1cnc2ccccc2n1 = ?	nt
Results for Cc1ccc(C(=O)Nc2ccccc2C(=O)NCc2ccco2)cc1S(=O)(=O)N1CCCCC1 = -6%	-7
Results for OCCCN1c2ccccc2Nc2nnc(-c3ccccc3)cc21 = ?	nt

Not all compounds are listed; the hit share may differ from the screen's.
